Assay outcomes from PubChem.
DAX1 inh-1 = inhibitors of human orphan nuclear receptor DAX1 (NR0B1); 340,000 tested, 0.99% active; AID 504766; P51843; inhibition, % at 6.75 µM; HEK293 Gal4-DAX1 luciferase reporter, luminescence;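 active = inhibition above the mean over all tested compounds plus 3 SD, cut at about 4.2% in these data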;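 note: 0% = DAX1-transfected cells with DMSO and 100% = empty-vector control cells with DMSO; inhibition shows as a rise in luminescence from relieved DAX1 repression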
Target sequence (P51843 207-470 limits assumed): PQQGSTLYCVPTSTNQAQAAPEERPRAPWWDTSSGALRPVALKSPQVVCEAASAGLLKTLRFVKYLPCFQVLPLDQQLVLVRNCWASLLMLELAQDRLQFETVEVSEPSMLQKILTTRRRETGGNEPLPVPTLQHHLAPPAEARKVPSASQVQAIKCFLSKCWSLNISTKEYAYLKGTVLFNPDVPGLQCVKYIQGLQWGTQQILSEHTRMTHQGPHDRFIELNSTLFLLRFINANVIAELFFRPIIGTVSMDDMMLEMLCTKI
ADAM10 inh = inhibitors of human ADAM10 | 370,000 tested, 0.62% active | O14672 | inhibition, % at 7 µM | recombinant ADAM10, EDANS/DABCYL FRET peptide cleavage, 3 h;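 active = inhibition above a per-campaign cutoff equal to the mean of compounds falling between control-based bounds plus 3 SD, cut at about 20% in these data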;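 note: 0% = DMSO wells while the 100% control is not disclosed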
ADAM17 inh = inhibitors of human ADAM17. P78536. recombinant ADAM17, EDANS/DABCYL FRET peptide cleavage. inhibition, % at 6.95 µM. 370,000 tested, 0.83% active;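 active = inhibition above the mean of compounds lying between control limits plus 3 SD, set per campaign, cut at about 8.5% in these data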;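 note: 0% = DMSO-only wells as the low control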
Target sequence (P78536 215-824 limits assumed): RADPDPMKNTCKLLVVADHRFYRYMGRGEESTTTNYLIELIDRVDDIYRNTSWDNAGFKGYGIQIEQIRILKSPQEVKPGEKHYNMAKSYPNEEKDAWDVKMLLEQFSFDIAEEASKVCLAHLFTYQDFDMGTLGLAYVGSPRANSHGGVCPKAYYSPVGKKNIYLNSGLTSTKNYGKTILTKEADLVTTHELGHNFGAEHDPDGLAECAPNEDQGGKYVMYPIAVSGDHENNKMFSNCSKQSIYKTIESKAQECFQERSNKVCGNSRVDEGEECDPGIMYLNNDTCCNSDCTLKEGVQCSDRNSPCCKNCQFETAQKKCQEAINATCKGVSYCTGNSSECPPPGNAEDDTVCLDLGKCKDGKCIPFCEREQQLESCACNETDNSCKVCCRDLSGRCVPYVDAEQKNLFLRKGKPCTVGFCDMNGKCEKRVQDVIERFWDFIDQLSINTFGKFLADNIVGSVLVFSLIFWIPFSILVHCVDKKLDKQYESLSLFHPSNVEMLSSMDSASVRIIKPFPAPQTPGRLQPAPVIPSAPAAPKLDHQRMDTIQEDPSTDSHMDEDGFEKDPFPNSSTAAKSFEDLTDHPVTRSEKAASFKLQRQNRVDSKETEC
hgDAF-12 ag = agonists of H. glycines DAF-12 nuclear receptor; HEK293 GAL4-hgDAF12 UAS-luciferase reporter, agonist luminescence; normalized to butyrate control; activation, % at 6.8 µM; 370,000 tested, 1.8% active;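 active = activation above a cutoff set at the mean of all screened compounds plus 3 SD, cut at about 10% in these data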;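 note: 0% = DMSO wells and 100% = sodium butyrate wells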
PLC-beta3 inh = PLC-beta3 (human) inhibition, primary screen | 370,000 tested, 0.18% active | inhibition, % at 12.2 µM | Purified PLC-beta3, fluorogenic substrate, fluorescence; in the data active = inhibition above about 11%;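 note: 0% = median of compound wells on plate and 100% = full blocker control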
DAX1 inh-2 = blocks DAX1 repression of SF-1 activated StAR promoter. AID 652010. inhibition, % at 6.8 µM. HEK293T StAR-luciferase reporter, SF-1/DAX-1 repression relief. 370,000 tested, 1.1% active;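 active = inhibition above the mean over all tested compounds plus 3 SD, cut at about 3.6% in these data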;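 note: 0% = DAX-1 cells with DMSO and 100% = cells lacking DAX-1 with DMSO; higher inhibition means more luminescence from relief of DAX-1 repression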
hcDAF-12 act = activates DAF-12 receptor from parasite H. contortus. HEK293 hcDAF-12 lit1-tk-luc reporter, luminescence; 0% DMSO, 100% Δ7-dafachronic acid. 370,000 tested, 1.4% active. activation, % at 6.8 µM. AID 652067;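 active = activation above the mean of all tested compounds plus 3 SD, cut at about 5.5% in these data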;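 note: 100% = response to 3 µM Δ7-dafachronic acid high control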
HGIII-sPLA2 inh = Inhibits HGIII-sPLA2 liposome hydrolysis, primary screen; Q9NZ20; QFRET BODIPY PC-A2 liposome hydrolysis, fluorescence; inhibition, % at 12.2 µM; 370,000 tested, 0.56% active;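 active = inhibition above mean plus 3 SD of compounds lying within the high and low control bounds, cut at about 19% in these data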;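 note: 0% = median of test compound wells and 100% = no enzyme DMSO wells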
ssDAF12 agonist = S. stercoralis DAF-12 activation, primary screen. HEK293 ssDAF-12/GRIP1 lit1-tk-luc reporter, luminescence; % of 3 µM dafachronic acid response. activation, % at 6.8 µM. 370,000 tested, 1% active. AID 652126;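 active = activation above the mean over all tested compounds plus 3 SD, cut at about 0.9% in these data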;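 note: 0% = DMSO-only wells and 100% = 3 µM delta7-dafachronic acid wells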
FXN GAA850 act = activators of GAA850 frataxin (FXN) promoter. HEK293 lucGAA850 FXN promoter luciferase reporter, 24 h; percent of 10 µM SAHA response. activation, % at 6 µM. 360,000 tested, 0.56% active. AID 540364;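 active = activation above the average of all compounds screened plus 3 SD, cutoff fixed separately per campaign, cut at about 7.5% in these data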;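 note: 0% = DMSO wells and 100% = 10 µM SAHA wells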
PLC-gamma1 inh = blocks human PLC-gamma1 enzyme activity; P19174; purified PLC-gamma1, fluorogenic substrate, fluorescence; inhibition, % at 12.2 µM; 370,000 tested, 0.84% active; in the data active = inhibition above about 9.5%
Numbers without * were called inactive; i = inactive; . = not tested or not shown.

SMILES,DAX1 inh-1,ADAM10 inh,ADAM17 inh,hgDAF-12 ag,PLC-beta3 inh,DAX1 inh-2,hcDAF-12 act,HGIII-sPLA2 inh,ssDAF12 agonist,FXN GAA850 act,PLC-gamma1 inh
Cn1c(=O)c2cc(NC(=S)NCc3ccccc3F)ccc2n1C,.,i,i,9.9,i,2.5,-0.3,-6,-0.4,0.4,i
O=C(Cc1ccccc1)Nc1ccc(N2CCCC2)cc1,-1.3,-6,-6,-0.9,-11,0.3,-0.2,4,-1.4,1.7,-5
S=C1NC2=C(CCCC2)C2(CCCCC2)N1,1.0,3,-3,-2.6,3,0.1,-0.7,10,-1.7,3.0,-1
CCS(=O)(=O)N1Cc2ccccc2CC1C(=O)Nc1nc2c(C)cccc2s1 (stereo unspecified),1.4,6,4,3.7,-13,0.2,1.7,-20,-0.7,3.7,-14
COc1ccc(CNCc2ccncc2)cc1OC,-0.3,-1,-1,-0.6,-8,0.0,-2.4,3,-1.2,1.7,0
C/C(=N/NC(=O)c1cn(-c2cccc(C)n2)cn1)c1ccc(C)cc1,-1.3,0,1,2.5,0,0.0,-1.6,2,-1.4,0.1,2
COc1cccc(NC(=O)CC2Oc3ccccc3NC2=O)c1 (stereo unspecified),-0.2,-7,-3,0.1,-8,0.0,0.7,-2,-0.2,0.7,0
O=C(COc1coc(CN2CCN(c3ccc(F)cc3)CC2)cc1=O)NC1CCCCC1,-0.7,-4,-1,-3.4,-11,-4.8,-2.2,-1,-1.4,0.6,-1
CCOC(=O)C1=C(C)OC(N)=C(C#N)C1c1cc(SCC)oc1C (stereo unspecified),3.9,2,-1,0.0,-14,1.1,-0.6,-32,-1.5,1.4,-5
C[C@@H]1CN([C@@H](C)CO)C(=O)c2cc(Br)cnc2O[C@H]1CN(C)C(=O)CN1CCOCC1,0.6,-10,-1,-0.4,3,-0.3,3.0,10,-0.4,-0.8,1
COC(=O)CSc1nc2[nH]ncc2c(=O)[nH]1,0.8,0,-3,6.5,-3,-0.2,-1.3,3,-0.7,2.2,-3
CN(Cc1ccc(F)cc1)C(=O)c1cc(S(=O)(=O)N2CCCCC2)ccc1N1CCOCC1,0.5,-8,-2,-0.7,3,-0.1,-1.7,7,-0.8,-0.1,5
O=C(O)c1ccccc1N(c1ccccc1)c1ccccc1,.,-7,-3,-1.0,-24,0.3,-0.4,-7,-0.9,-0.9,-11
O=[N+]([O-])c1ccc(F)cc1OCc1nc(-c2cccs2)no1,4.0,6,-6,12*,-27,6.9*,6.1*,-1,1.1*,6.2,-15
CN(CC(=O)Nc1ccccc1Cl)C1CCCCC1,-0.5,7,-1,2.6,1,-0.2,1.0,1,-1.1,2.0,1
CCc1cccc(C)c1NC(=O)CN1C(=O)c2ccccc2S1(=O)=O,2.0,-3,-4,1.1,4,-0.4,-0.5,-2,-1.3,18*,3
O=C(CCc1ccccc1)Nc1ccc(S(=O)(=O)N2CCOCC2)cc1,-0.2,-4,-3,-3.2,-8,-1.0,-1.0,-8,-1.4,0.8,0
CCOC(=O)c1nnsc1Nc1ccc(C)c(C)c1,4.3*,0,1,3.0,-1,0.5,1.7,3,-0.3,1.9,-3
c1ccc(CSc2ncnc3sccc23)cc1,-0.1,0,3,3.6,0,-1.2,-0.7,-4,-1.5,4.0,-2
CCCS(=O)(=O)c1nc(S(=O)(=O)c2ccc(C)cc2)c(NCCN2CCOCC2)s1,0.6,-10,-2,-2.1,1,0.0,-1.8,6,-1.5,-4.2,3
O=C(CC(C(=O)O)c1cccc(Cl)c1Cl)c1ccccc1 (stereo unspecified),-0.1,6,-4,2.4,-8,0.0,0.5,-1,-0.9,0.2,-3
COc1ccc(/C=C(/NC(=O)c2ccccc2)C(=O)N2CCCCC2)cc1OC,-0.6,4,-3,-0.6,-6,0.3,-0.9,-2,-0.8,0.3,-2
COC1=C[C@H](C(=O)NC2CCN(Cc3ccccc3)CC2)[C@@]2(C)Cc3ccccc3[C@H]2CC1=O,.,-2,2,-0.6,-1,0.2,-0.5,-11,-1.5,.,0
O=C(CNC(=O)c1ccccc1F)N/N=C/c1ccco1,0.7,-7,-3,0.4,-8,-0.4,-2.0,10,-1.0,2.4,0
Cc1ccc(C(C(=O)NC2CCCC2)N(C(=O)c2csnn2)C2CCCC2)o1 (stereo unspecified),-0.3,-5,-4,1.1,-2,-0.4,-1.5,1,-1.2,-0.1,0

10 entries from above, with values under each structure:
Below each SMILES: DAX1 inh-1, ADAM10 inh, ADAM17 inh, hgDAF-12 ag, PLC-beta3 inh, DAX1 inh-2, hcDAF-12 act, HGIII-sPLA2 inh, ssDAF12 agonist, FXN GAA850 act, PLC-gamma1 inh
CCc1cccc(C)c1NC(=O)CN1C(=O)c2ccccc2S1(=O)=O
 : 2.0, -3, -4, 1.1, 4, -0.4, -0.5, -2, -1.3, 18*, 3
O=C(CCc1ccccc1)Nc1ccc(S(=O)(=O)N2CCOCC2)cc1
 : -0.2, -4, -3, -3.2, -8, -1.0, -1.0, -8, -1.4, 0.8, 0
CCOC(=O)c1nnsc1Nc1ccc(C)c(C)c1
 : 4.3*, 0, 1, 3.0, -1, 0.5, 1.7, 3, -0.3, 1.9, -3
c1ccc(CSc2ncnc3sccc23)cc1
 : -0.1, 0, 3, 3.6, 0, -1.2, -0.7, -4, -1.5, 4.0, -2
CCCS(=O)(=O)c1nc(S(=O)(=O)c2ccc(C)cc2)c(NCCN2CCOCC2)s1
 : 0.6, -10, -2, -2.1, 1, 0.0, -1.8, 6, -1.5, -4.2, 3
O=C(CC(C(=O)O)c1cccc(Cl)c1Cl)c1ccccc1 (stereo unspecified)
 : -0.1, 6, -4, 2.4, -8, 0.0, 0.5, -1, -0.9, 0.2, -3
COc1ccc(/C=C(/NC(=O)c2ccccc2)C(=O)N2CCCCC2)cc1OC
 : -0.6, 4, -3, -0.6, -6, 0.3, -0.9, -2, -0.8, 0.3, -2
COC1=C[C@H](C(=O)NC2CCN(Cc3ccccc3)CC2)[C@@]2(C)Cc3ccccc3[C@H]2CC1=O
 : ., -2, 2, -0.6, -1, 0.2, -0.5, -11, -1.5, ., 0
O=C(CNC(=O)c1ccccc1F)N/N=C/c1ccco1
 : 0.7, -7, -3, 0.4, -8, -0.4, -2.0, 10, -1.0, 2.4, 0
Cc1ccc(C(C(=O)NC2CCCC2)N(C(=O)c2csnn2)C2CCCC2)o1 (stereo unspecified)
 : -0.3, -5, -4, 1.1, -2, -0.4, -1.5, 1, -1.2, -0.1, 0

The listing continues:
SMILES,DAX1 inh-1,ADAM10 inh,ADAM17 inh,hgDAF-12 ag,PLC-beta3 inh,DAX1 inh-2,hcDAF-12 act,HGIII-sPLA2 inh,ssDAF12 agonist,FXN GAA850 act,PLC-gamma1 inh
CC1ON=C(c2ccccn2)N(Cc2ccc3c(c2)OCO3)C1=O (stereo unspecified),.,-2,-2,3.7,2,0.6,-0.5,6,-1.4,0.4,5
O=C(CSc1ccc(Cl)cc1)NC(=O)NC1CCCC1,2.0,4,3,0.2,4,0.3,-0.9,-2,-1.2,-0.9,2
COc1ccc(NC(=O)COC(=O)C2=COCCO2)cc1OC,1.7,-5,-3,-1.4,-1,0.8,0.5,0,-1.2,1.1,1
CCCCNC(=O)/C(C#N)=C/c1ccc(-c2ccc(S(=O)(=O)N3CCOCC3)cc2)o1,-2.0,-8,-1,3.5,-13,-0.2,-1.6,9,-1.7,0.6,-6
COP(=O)(OC)c1nc(-c2cccc3ccccc23)oc1N1CCCCC1,1.3,i,i,-2.2,i,-1.8,0.3,-9,-2.0,1.1,i
CCN(c1ccccc1)S(=O)(=O)c1ccc(Cl)c(NC(=O)c2ccc(=O)[nH]n2)c1,0.8,-2,0,3.7,-6,-1.1,2.4,-30,-0.9,3.4,1
COc1cccc(NS(=O)(=O)c2ccc3c(c2)N(C(C)=O)CCS3)c1,-1.0,-6,-1,-1.7,-3,-0.6,-2.8,-5,-1.3,-1.0,0
COc1ccc(C(=O)N/N=C/c2ccc(N3CCOCC3)o2)cc1OC,0.3,-1,-1,-2.0,-13,-0.1,2.8,-5,-1.7,3.5,-10
Cc1ccc(-n2c(SCC(=O)c3ccccc3Cl)nnc2-c2cnccn2)cc1,.,-1,-2,0.8,0,1.6,-0.7,-21,-0.5,.,-1
CN(C)c1ccc(/C=N\Nc2nc(-c3ccccc3)cc(=O)[nH]2)cc1,0.1,-13,-8,0.5,-25,-0.5,2.2,20*,-0.4,1.9,-23
Cn1c(=O)c2c(nc(CN3CCC(C(N)=O)CC3)n2Cc2c(Cl)cccc2Cl)n(C)c1=O,0.7,-10,-6,0.2,2,-0.1,2.6,2,-0.5,2.8,0
OCCN(CCO)Cc1csc2ccccc12,1.2,-1,-2,-2.4,3,-0.3,4.3,-3,-1.3,2.3,1
NC(=O)c1ccsc1NC(=O)COC(=O)c1ccccc1F,0.1,-3,-1,-1.6,-7,-0.1,-0.8,4,-1.1,1.1,-2
Cc1cccc(C)c1NC(=O)CN(C)CC(=O)Nc1cc(Cl)ccc1C#N,-0.4,-5,0,-0.1,3,-1.3,5.2,-4,0.7,0.2,4
Cc1cccc(NC(=O)c2nc[nH]c2C(=O)NCC(=O)OC(C)(C)C)c1,-0.8,10,5,0.2,0,-0.7,-1.1,-25,-1.4,-0.4,-3
COc1ccc(S(=O)(=O)N(C)C)cc1NC(=O)COc1ccc2c(c1)CCC2,0.5,4,-1,-0.4,0,-0.6,-2.0,-10,-1.8,-0.8,2
CCOC(=O)c1cc2c(ccn2C)n1CC(=O)N(CC)CC,-0.9,-11,-4,-0.7,-15,-1.1,-0.1,-6,-1.1,-1.4,-11
COCCN(CCOC)S(=O)(=O)c1ccc(C(=O)NCCCN2CCOCC2)cc1,0.2,-18,-5,-1.8,2,0.7,0.2,2,-1.3,-0.8,2
CCCN1C(=O)CC(c2ccc(OC)c(OC)c2)C1=O (stereo unspecified),.,-1,3,0.1,4,-0.2,-1.5,8,-0.8,.,5
CC(C)(C)C(=O)C[n+]1ccccc1,0.1,-5,2,2.5,-1,-0.5,1.2,3,-0.5,-0.9,-1
CCOc1ccccc1/C=N\Nc1cnn(Cc2ccccc2)c(=O)c1Cl,-0.3,-68,-28,-0.2,-263,-0.8,-0.6,-19,-1.1,-2.0,-213
COCCN(C(=O)CSc1cc(C)c2ccccc2n1)c1c(N)n(CC(C)C)c(=O)[nH]c1=O,-0.4,-6,-3,1.6,-6,-0.7,-0.5,7,-1.0,-1.0,-3
Cc1cc(OCCCn2ccnc2)cc(C(C)C)c1,0.2,1,-5,2.3,-6,0.5,-0.4,-7,-1.4,-0.5,2
COc1ccc(C(C)NC(=S)NC2CCCCC2)cc1OC (stereo unspecified),0.2,-1,1,-1.0,-7,-1.6,0.6,10,-1.5,-0.9,0
